Assay outcomes: PubChem, National Center for Advancing Translational Sciences (NCATS)
12-LOX inh = ALOX12 (human) lipoxygenase inhibition; P18054; purified 12hLO, xylenol orange hydroperoxide absorbance; Potency, µM (doses to about 108 µM), for the others: at the top dose activity change, negative = inhibition, actives largely listed as inhibitors; 1.1% of 580,000 active; AID 1671190; active = well fitted inhibition curve with a large enough effect; inconclusive = small, poorly fitted or top-dose-only effect, or another doubt; inactive = no such curve, though single readings can be large or run the other way
Target sequence (P18054 whole entry, looked up): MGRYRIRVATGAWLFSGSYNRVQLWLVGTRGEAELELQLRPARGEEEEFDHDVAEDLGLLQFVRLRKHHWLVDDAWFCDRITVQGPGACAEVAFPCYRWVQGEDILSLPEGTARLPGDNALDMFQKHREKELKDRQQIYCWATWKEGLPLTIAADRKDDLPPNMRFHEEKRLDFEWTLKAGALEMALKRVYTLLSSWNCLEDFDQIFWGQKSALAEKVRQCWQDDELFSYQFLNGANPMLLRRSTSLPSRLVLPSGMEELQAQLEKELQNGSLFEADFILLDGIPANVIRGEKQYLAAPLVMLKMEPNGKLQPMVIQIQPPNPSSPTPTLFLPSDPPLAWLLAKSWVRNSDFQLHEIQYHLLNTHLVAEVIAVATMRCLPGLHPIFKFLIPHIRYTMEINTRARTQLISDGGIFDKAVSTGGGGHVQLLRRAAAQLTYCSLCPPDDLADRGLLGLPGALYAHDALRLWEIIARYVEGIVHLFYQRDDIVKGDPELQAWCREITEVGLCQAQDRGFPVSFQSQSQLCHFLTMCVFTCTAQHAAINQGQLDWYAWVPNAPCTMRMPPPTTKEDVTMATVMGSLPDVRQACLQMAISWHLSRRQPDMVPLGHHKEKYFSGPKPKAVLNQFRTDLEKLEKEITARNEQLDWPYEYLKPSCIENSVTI
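Purified human 12hLO at 150 nM in 25 mM Hepes, 0.01% Triton X-100, pH 7.0, preincubated 15 min at room temperature with compound. Reaction started with 40 uM arachidonic acid, 30 min at room temperature. Hydroperoxide measured by Fe-xylenol orange, 573/405 nm absorbance ratio.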
Active calls of the source: *; ? = inconclusive; [ ] = remark or other dose. % is set by controls: 0 for no effect and ±100 for the full control effect; potency is the fitted concentration of half-maximal effect. The list is partial. The share of hits here may be higher or lower than overall.

SMILES | 12-LOX inh
Cc1ccc(S(=O)(=O)N(C)[C@H]2C[C@H]3c4cc(-c5ccc6c(c5)OCO6)ccc4CCN3C[C@H]2[C@H](C)O)cc1 | -10%
COC(=O)c1ccccc1NC(=O)N1CCC[C@@H](O)[C@H](NC(=O)c2ccc(OCCN3CCCC3)cc2)C1 | ?
CS(=O)(=O)N1CCCCC1c1nc(CCOCC2CCCC2)no1 (stereo not given) | -3%
COCc1cc(=O)n(CC(=O)Nc2ccc(F)c(Cl)c2)c(N2CCOCC2)n1 | -2%
O=C1NC2(Cc3ccccc31)CN(C(=O)c1ccc(Cl)cc1)C2 | 6%[6.33 µM]
Cc1cccc(NC(=O)c2ccc(CSc3ccc(Cl)cc3)cc2)c1C | -13%
COc1ccccc1CC(=O)Nc1cnc(-c2cccc(Cl)c2)nc1 | -16%
CNC(=O)c1ccc(NC(=O)C2CCN(S(=O)(=O)c3ccc(C)cc3C)CC2)cc1 | ?
CCCC[n+]1c(NCc2cc(Br)cc(Br)c2[O-])[nH]c2ccccc21 | -7%
COc1ccc(COC(=O)c2cc(S(=O)(=O)N3CCCCC3)ccc2N2CCOCC2)cc1F | 2%
Brc1ccc(N2O[C@H]3C=C[C@@H]2C3)nc1 | -119%
COC[C@@H]1CN(C(=O)Cc2cccc(F)c2)C[C@H]1c1ccncc1 | 12%
Cc1nn(-c2ccc3nnc(C)n3n2)c2c1C(c1cccc(OC(C)C)c1)CC(=O)N2 (stereo not given) | -3%
Cc1cc(C)n(C2CN(Cc3cccc(OCC(O)CN4CCOCC4)c3)C2)n1 (stereo not given) | 51%[activator]
C=CCNC(=O)[C@@H]1CCCC[C@@H]1C(=O)N1CCn2nc(C(=O)O)cc2C1 | -8%
CC(=O)Nc1c(C)noc1/C=C\c1ccc(S(=O)(=O)Nc2ccc(C)cc2)cc1 | ?
C[C@@H]1CN([C@@H](C)CO)C(=O)CCCn2cc(nn2)CO[C@H]1CN(C)S(=O)(=O)c1ccccc1F | -2%
Cc1nn2c(c1-c1ccccc1-c1ccccc1)N(C(=O)Cc1ccc3c(c1)OCO3)CCC2 | ?
CC1(C)[C@H]2CC[C@@H](CNC(=O)c3ccncc3)[C@@H]1C2 | 55%[activator][176 µM]
CC(C)c1nnc(NC(=O)Cn2nc3c(cc2=O)CCCCC3)s1 | 24%
CN1C(=O)c2cccn2CC1C(=O)N1CCN(c2ncccn2)CC1 (stereo not given) | 22%
CCOc1ccccc1CNC(=O)c1ccc(CN2C(=O)NC3(CCOCC3)C2=O)cc1 | 7%
c1ccc(Cc2nc(-c3ccc4c(c3)OCCCO4)cs2)cc1 | ?
Cn1cnc(S(=O)(=O)N2CCC(N3C(=O)C(OCC4CC4)C34CCCCC4)CC2)c1 (stereo not given) | 55%[activator]
Cn1cc(-c2cc3n(n2)CCCN3C(=O)CCC(=O)NC2CCCC2)c2ccccc21 | -59%
CCCCCCCC(=O)NNC(=O)c1ccc2ccccc2n1 | 55%[activator]
CC1=C(C(=O)N2CCOCC2)CC(CC(=O)NC2CC2)C(=O)N1Cc1ccc(C(C)(C)C)cc1 (stereo not given) | 21%
N#Cc1nc(-c2cccc3ccccc23)oc1NCCCn1ccnc1 | ?
O=C1OCCN1C1CCN(S(=O)(=O)c2ccccc2)CC1 | 5%[6.33 µM]
COc1ccc(C(=O)N(C)[C@H]2C[C@H]3c4[nH]c5c(-c6ccccc6)cccc5c4CCN3C(=O)[C@H]2[C@H](C)O)cc1 | ?
O=C(NNC(=S)Nc1ccc(F)cc1)Nc1ccccc1 | -2%
COc1cccc(CN2C[C@@H]3C(C(=O)NCc4ccccc4)=NO[C@@H]3C2)c1 | ?
COc1ccc2c(c1)nc1n2[C@@H](CNC(=O)c2ccc(Cl)cc2)COC1 | 30%[176 µM]
Cc1ccc(S(=O)(=O)N[C@H]2C[C@@H](c3nc(-c4ccccc4)no3)N(C)C2)cc1 | ?
CC1=C[C@@H](CNCc2ccncc2)[C@H](C(C)C)C[C@H]1Cc1nnc(C)o1 | 56%[activator][176 µM]
O=C(NCC1CN(Cc2ccncc2)CC12CN(c1ccccc1)C2)Nc1ccccc1 (stereo not given) | -16%[176 µM]
COc1ccc2cc(C(=O)/C=C/c3cccs3)ccc2c1 | -16%
COc1ccc(C(=O)NCCn2ccn3nc(-c4cc(C)ccc4C)cc3c2=O)cc1F | -5%
C=CCn1c(SCC(=O)Nc2ccccc2)nc2c1c(=O)n(C)c(=O)n2C | 27%
O=C(Nc1cccc(OC2CCCC2)c1)c1ccncc1 | 10%
CCCCn1c(N)c(N(Cc2ccccc2OC)C(=O)C(C)Oc2cccc(Cl)c2)c(=O)[nH]c1=O (stereo not given) | -15%
CCC(C(=O)Nc1ccc(C(F)(F)F)cc1)n1cnc2ccccc2c1=O (stereo not given) | ?
Cn1c(=O)[nH]c(=O)c2c1nc(N)n2CC(O)COc1ccc(Cl)cc1Cl (stereo not given) | -32%
Cc1cc(NC(=O)Cc2cccc(C(F)(F)F)c2)ccc1N1CCN(C)CC1 | -49%
COc1ccc(-c2nc(C3CC(=O)N(c4ccc(C)cc4)C3)no2)cc1 (stereo not given) | 38%
O=C1[C@@H]2C[C@@H](O)CN2C2(CN(C3CCC3)C2)C(=O)N1Cc1ccccc1 | 18%[176 µM]
CS(=O)(=O)N1CC2(CCN(C(=O)CCC(=O)O)CC2)Cc2ccccc21 | 4%[6.33 µM]
O=C(c1ccc(OC(F)F)cc1)n1ccccc1=NC1CCCCC1 | -6%
O=C(c1ccccn1)N1CCC(c2nc(-c3cccnn3)no2)CC1 | 2%
CC(C)(C)C1(O)C(=O)Nc2ccccc21 (stereo not given) | ?
CC1=NOC2(CCN(Cc3ccc(Cl)cc3)CC2)C1 | 1%[12.5 µM]
CNc1c(NC(=O)c2ccc(Cl)cc2)c(=O)oc2ccccc12 | 59%
CCc1ocnc1C(=O)N1CCC(c2nnc(Cn3cncn3)n2C)CC1 | 44%[activator]
N#Cc1c(SCc2ccccc2)cc(SCc2ccccc2)cc1SCc1ccccc1 | -19%
O=C(Nc1ccccc1C(=O)NCc1cccnc1)c1cccnc1 | -3%
CC(C)c1ccccc1NC(=O)Cn1ccn2nc(-c3ccccc3)c(CO)c2c1=O | 7%
CCc1noc(-c2cccn3c(CNC(=O)c4cccnc4)nnc23)n1 | 74%[activator]
C[C@H]1CN(C(=O)Nc2ccc(F)cc2)C[C@@H]1c1nc(-c2ccccc2)no1 | -5%
CCc1cc(C(=O)Nc2cc(Cl)ccc2Cl)no1 | -5%
O=C(C1CCCCC1)N1C[C@@H](CO)[C@H](c2ccncc2)C1 | -1%

The list continues:
SMILES | 12-LOX inh
CCn1c(-c2ccccc2F)nc2cc(NC(C)=O)cc(C(=O)NC(c3ccccn3)C(F)(F)F)c21 (stereo not given) | 5%
OC[C@@H]1CN(Cc2ccncc2)C[C@H](n2cnc3c(N4CCCC4)ncnc32)O1 | -7%
CCOc1ccccc1OCCN(C)C(=O)c1cccnc1SC | 21%
CCNc1c(NS(=O)(=O)c2ccc(F)cc2)c(=O)oc2ccccc12 | 2%
COC(=O)CSc1nc2ccsc2c(=O)n1C | 9%
Cc1c(O)ccc2c(CSc3nnc(N4CCCC4)s3)cc(=O)oc12 | 23%
Cc1oc(-c2ccccc2)nc1CC(=O)NCCC(=O)N1CCCC1 | -27%
COc1ccc2[nH]c3c(c2c1)CCNC31CCN(C(=O)Cc2cccc(F)c2)CC1 | 26%
NCCCN1C(=O)CC[C@H]2CN(C(=O)c3cnn4ccccc34)CC[C@H]21 | 19%
CC(C)[C@H](NC(=O)Cn1nc2c(cc1=O)CCCCC2)C(=O)O | 10%
Cc1cc(=O)oc2c3c(cc(OCC(=O)NCC(O)c4ccccc4)c12)OC(C)(C)CC3 (stereo not given) | 15%
COc1ccc(Nc2ncncc2-c2nc(-c3ccccc3)no2)cc1 | 30%
Cc1cccc(C(=O)NC2CCCCCC2)n1 | -12%
O=C(Nc1cccc(-c2nnc3n2CCCCC3)c1)c1n[nH]c(=O)c2ccccc12 | -7%
Cc1ccc(CC(=O)N2CCC(n3cc(-c4nc(C)no4)nn3)CC2)cc1 | ?
CNC(=S)NNC(=O)c1ccccc1 | 14%
CC1(COc2ccccc2)COc2ccc(C(=O)Nc3ccccc3)cc2N1 (stereo not given) | 3%[176 µM]
CCCCn1c(C(C)NC(=O)OCc2ccccc2)nc2cccnc21 (stereo not given) | 42%
O=C(CSc1nc(-c2cccc(Cl)c2)cc(=O)[nH]1)Nc1oncc1-c1ccccc1 | -6%
COc1ccccc1Nc1nc2nccc(-c3ccccc3OC)c2c(=O)[nH]1 | -7%
O=C(CN1CCOCC1)N1CCC(N2C(=O)C3(CCCCC3)C2c2ccccc2)CC1 (stereo not given) | 0%
COC(=O)[C@]12C[C@H](CC(=O)NCc3ccc(C)o3)C(=O)N(Cc3ccc4c(c3)OCO4)C1=C[C@H](COCc1ccccc1)O[C@@H]2C | -11%
COc1cccc(C(=O)OCc2nc3ccccc3o2)c1 | -7%
Cc1onc(-c2ccccc2)c1C(=O)NC1CCOC2(CCOCC2)C1 (stereo not given) | -28%
COc1ccccc1C(=O)N1CCC2(CC1)CN[S+](=O)([O-])c1ccccc1N2 | 66%[activator]
COc1ccc(CCNC(=O)c2ccc(N3CC4CC(C3)[C@H]3CCCC(=O)N3C4)nc2)cc1OC (stereo not given in full) | 22%
C[S+](=O)([O-])Nc1cccc(Nc2cnc3ccc(-c4ccc(F)cc4)nn23)c1 | 42%[176 µM]
CCn1nccc1C(=O)N1c2ccccc2CC1c1nnc(C2CC2)o1 (stereo not given) | 25%
CC1(C(=O)Nc2ccc3c(c2)OCCO3)CCC(=O)N1CC(F)(F)F (stereo not given) | -1%
CCOC(=O)c1ccc(NC(=O)Cn2nc3n(c2=O)CCCC3)cc1 | 21%
COCc1nc2nc(-c3ccccc3)c(-c3ccc([S+](C)(=O)[O-])cc3)cc2n1C | 2%[176 µM]
NC(c1ccccc1)c1csc(NC(=O)Nc2cccc(Cl)c2)n1 (stereo not given) | -22%
CC(CC(=O)NCc1ccc(F)cc1)S(=O)(=O)c1ccc2c(c1)CCN2C(=O)C1CC1 (stereo not given) | 2%
CC(C)c1ccc(C(=O)O)c(O)c1 | -26%
O=C(Nc1ccccc1F)C12CC3CC(CC(C3)C1)C2 | -11%
CCn1c(COc2ccccc2)nnc1SCC(=O)N1CCc2ccccc2C1 | 3%
CCOc1ccccc1-n1c(Cc2ccc(O)cc2)n[nH]c1=O | 3%
CN(C(=O)c1cccc(NC(=O)Cc2ccc(NC(=O)C3CCN(C(=O)CCc4ccccc4)CC3)cc2)c1)C1CCCC1 | -1%
COc1ncccc1-c1ncc2c(n1)OCCN(c1cccc(C(F)(F)F)c1)C2=O | 8%[176 µM]
N#Cc1cccnc1N1CCCC(CO)(Cc2ccc(F)cc2F)C1 (stereo not given) | ?
CCN(CC1CCOC1)C(=O)CCc1c(C)c2ccc(OC)cc2oc1=O (stereo not given) | -1%
CCNc1nc2c(c(=O)n(C)c(=O)n2C)n1CC(O)COc1ccccc1C (stereo not given) | -6%
O=C(Cc1cccc2ccccc12)Nc1ccc(N2CCOCC2)c(Cl)c1 | 15%
CS(=O)(=O)c1cccc(C(=O)N(CCc2ccccc2)Cc2ccccc2)c1 | 57%[activator]
Cc1ccccc1OCC(=O)NCc1nnc2c(-c3nc(C4CC4)no3)cccn12 | 71%[activator]
Cc1cccc(-c2nnc3sc(NC(=O)c4ccccc4F)nn23)c1 | -9%
COc1ccc(Cl)cc1N1CC(c2nc3ccccc3n2CC(=O)N(C(C)C)C(C)C)CC1=O (stereo not given) | 2%
OC(c1ccccc1)c1nc(-c2cc3ccccc3o2)cs1 (stereo not given) | ?
COC(=O)[C@@H]1Cc2c([nH]c3ccccc23)[C@H]2C[C@@H](NCCc3cnc[nH]3)C[C@@H](c3cccc(Cl)c3)N21 | 37%[activator]
Cn1cc([C@]2(O)C(=O)Nc3ccc(Br)cc32)c2ccccc21 | ?
CCc1ccc(OC(=O)c2ccc(OC)c(I)c2)cc1 | -23%
Cc1nc(Nc2nc3ccccc3o2)nc(-c2ccc(Cl)cc2)c1C#N | 5%
CN1CCN(c2cc(=O)c3ccnc(Nc4ccc(F)c(Cl)c4)c3o2)CC1 | 10%[176 µM]
CCCCN(CC)C(=O)Cn1ccn2nc3c(c2c1=O)CCCC3 | 8%
CCN1C(=O)C(O)(CC(=O)c2cc(C)c(C)cc2C)c2ccccc21 (stereo not given) | -5%
CC(NC(=O)CCCC(=O)O)C12CC3CC(CC(C3)C1)C2 (stereo not given) | 5%
Cc1ccc(S(=O)(=O)NC[C@H]2OC[C@@H](NCc3nccn3C)[C@@H]2O)cc1 | 40%[activator][176 µM]
CC(=O)C(C(C)=O)=C1SCCCS1 | -5%

Sorted by length of the SMILES (descending): some entries from above
SMILES | 12-LOX inh
CCn1c(-c2ccccc2F)nc2cc(NC(C)=O)cc(C(=O)NC(c3ccccn3)C(F)(F)F)c21 (stereo not given) | 5%
O=C(CSc1nc(-c2cccc(Cl)c2)cc(=O)[nH]1)Nc1oncc1-c1ccccc1 | -6%
COc1ccccc1CC(=O)Nc1cnc(-c2cccc(Cl)c2)nc1 | -16%

Of the compounds above, eight have an aryl thioether with sulfur outside any ring.
SMILES | 12-LOX inh
Cc1cccc(NC(=O)c2ccc(CSc3ccc(Cl)cc3)cc2)c1C | -13%
C=CCn1c(SCC(=O)Nc2ccccc2)nc2c1c(=O)n(C)c(=O)n2C | 27%
N#Cc1c(SCc2ccccc2)cc(SCc2ccccc2)cc1SCc1ccccc1 | -19%
CCOc1ccccc1OCCN(C)C(=O)c1cccnc1SC | 21%
COC(=O)CSc1nc2ccsc2c(=O)n1C | 9%
Cc1c(O)ccc2c(CSc3nnc(N4CCCC4)s3)cc(=O)oc12 | 23%
O=C(CSc1nc(-c2cccc(Cl)c2)cc(=O)[nH]1)Nc1oncc1-c1ccccc1 | -6%
CCn1c(COc2ccccc2)nnc1SCC(=O)N1CCc2ccccc2C1 | 3%
